Assay outcomes as filed in PubChem BioAssay.
hiPSC survival: increases survival of single human iPS cells. survival enhancement, % at 20 µM. AID 602274. hiPSC single-cell survival, ATPlite luminescence; 100% = ROCK inhibitor wells, 0% = DMSO. hit rate 0.044% among 360,000; in the data active means survival enhancement above about 18%;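 further: cells exposed to compounds for 16 hours before the ATP read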
Glyco luc inh: N-linked glycosylation inhibition | D54 ERlucT glycosylation luciferase reporter, 24 h; percent of 100 nM tunicamycin response | reporter increase, % at 12.5 µM | hit rate 0.23% among 360,000;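 active means mean luciferase reporter signal, scaled so untreated is 0 and the glycosylation-blocking control 100, at or above a set limit in every replicate; inconclusive means mean reaches the limit but not every replicate does; inactive means mean below the limit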;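 further: luciferase carries N-glycosylation sites so blocking glycosylation raises the light; 0% = median of neutral control wells and 100% = median of 100 nM tunicamycin wells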
aDG glyco act: alpha-DG glycosylation activation; Pro5-aDG cells, alpha-DG glycosylation AlphaScreen (IIH6); 0% Pro5, 100% B10-LARGE cell signal; activation, % at 10 µM; hit rate 0.22% among 360,000;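 active means activation of at least 8% versus controls, or a plate z-score of at least 8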;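 further: Pro5 are CHO cells carrying HIG-tagged alpha-DG that lacks glycosylation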
PDI turbidity: PDI (human) enzyme inhibition; PDI insulin aggregation turbidity, A650, 90 min; hit rate 0.052% among 350,000; P07237; AID 588391; inhibition, % at 10 µM;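 active means mean inhibition across replicates of 30% or more, whatever share of single replicates reach that level; inconclusive means mean inhibition below 30% while every single replicate reaches 30%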;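 further: absorbance from insulin aggregation driven by PDI reduction with DTT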
Target sequence (P07237 whole entry, looked up): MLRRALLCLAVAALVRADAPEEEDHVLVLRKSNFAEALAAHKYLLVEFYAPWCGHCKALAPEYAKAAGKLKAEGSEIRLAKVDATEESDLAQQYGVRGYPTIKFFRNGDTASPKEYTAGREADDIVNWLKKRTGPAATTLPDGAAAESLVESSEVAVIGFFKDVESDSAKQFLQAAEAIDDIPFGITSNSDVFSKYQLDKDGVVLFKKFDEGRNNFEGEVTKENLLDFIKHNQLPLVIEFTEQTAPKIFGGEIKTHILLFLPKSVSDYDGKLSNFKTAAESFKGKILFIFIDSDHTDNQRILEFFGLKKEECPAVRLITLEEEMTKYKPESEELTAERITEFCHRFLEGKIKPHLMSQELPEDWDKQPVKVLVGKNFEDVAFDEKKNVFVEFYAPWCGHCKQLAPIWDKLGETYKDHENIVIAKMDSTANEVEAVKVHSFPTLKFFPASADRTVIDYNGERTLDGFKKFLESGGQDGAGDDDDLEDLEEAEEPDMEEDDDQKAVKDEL
CaV13 ICDI inh: Disruptors of the CACNA1D IQ motif to Ca2+-dependent inactivation inhibitor domain association, primary screening, Förster resonance energy transfer in intact living … | HEK cells, CFP/YFP FRET ICDI-IQ, plate reader, 10 min; percent FRET-ratio fall versus neutral wells | inhibition, % at 12.3 µM | hit rate 0.098% among 340,000 | AID 743397;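 active means mean replicate inhibition of at least 30% and at least 1% of replicates passing that level; inconclusive means only one of the two criteria is met; inactive means neither criterion is met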;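 further: 0% = median of the neutral control wells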
Vif inh: inhibitors of HIV Vif | AID 602346 | inhibition, % at 7.49 µM | HEK293T cells, Vif self-association by quenched fluorescence, imaging, 24 h | hit rate 0.35% among 340,000; in the data active means inhibition above about 50%, passing the limit was not always enough; inconclusive means no clear call, values can overlap the other calls; inactive means below about 31%; further: some results filed as inactive read as strong as hits
ABCB6 inh MLPCN: blocks the human ABCB6 transporter; Q9NP58; K562-ABCB6 porphyrin accumulation, flow cytometry, 1 h; active compounds read low; fluorescence ratio to DMSO, % at 10 µM; hit rate 0.19% among 360,000; AID 602162;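 active means fluorescence ratio to DMSO below 75%, the collection mean minus 3 SD; inconclusive means too few cells collected in the well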;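 further: signal is porphyrin accumulated inside mitochondria; 100% equals median channel fluorescence of DMSO control wells; lower ratio means ABCB6 inhibition with less porphyrin fluorescence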
HTR2A ag: mouse HTR2A agonism via beta-arrestin recruitment; CHO-K1 mHTR2A beta-arrestin complementation, luminescence; percent of 30 µM serotonin response; hit rate 0.66% among 360,000; AID 624169; activation, % at 7.6 µM; P35363;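 active means activation above a run cutoff, the mean activation of all tested compounds plus 3 SD, cut at about 14% in these data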;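 further: 0% = plate median of compound wells and 100% = 30 µM serotonin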
Target sequence (P35363 whole entry, looked up): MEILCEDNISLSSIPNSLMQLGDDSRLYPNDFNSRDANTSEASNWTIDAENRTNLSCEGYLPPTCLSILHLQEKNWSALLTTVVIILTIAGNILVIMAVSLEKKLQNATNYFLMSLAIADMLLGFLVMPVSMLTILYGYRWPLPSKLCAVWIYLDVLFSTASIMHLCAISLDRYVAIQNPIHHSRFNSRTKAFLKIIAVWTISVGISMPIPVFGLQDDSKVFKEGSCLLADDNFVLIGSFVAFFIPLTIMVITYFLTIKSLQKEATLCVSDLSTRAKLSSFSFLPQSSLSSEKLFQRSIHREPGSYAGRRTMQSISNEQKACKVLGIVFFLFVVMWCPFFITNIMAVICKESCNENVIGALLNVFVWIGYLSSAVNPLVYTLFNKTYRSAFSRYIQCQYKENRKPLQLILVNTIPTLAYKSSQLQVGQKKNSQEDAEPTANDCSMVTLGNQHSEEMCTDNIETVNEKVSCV
Exocytosis inh: blocks lytic granule exocytosis. hit rate 0.66% among 360,000. inhibition, % at 10 µM. TALL-104 LAMP-1 surface exposure, flow cytometry; cells stimulated with thapsigargin and PMA;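 active means inhibition above about 55%, limit read from the data; inconclusive means no clear call, values can overlap the other calls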
Cardio protect: modulators protecting cardiomyocytes from myocardial damage; H9c2 cardiomyocytes, H2O2 injury protection, ATPLite, 2 h; protection from H2O2 cell death, % at 20 µM; hit rate 0.63% among 360,000; AID 588492;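 active means compounds giving at least 50% protection of heart cells from peroxide-induced death in the single-dose screen, raw or plate-pattern-corrected value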;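 further: 0% = DMSO wells with peroxide and 100% = DMSO wells without peroxide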
An asterisk follows results filed as active; u = inconclusive; x = no result given; & = joins results of further samples.

SMILES	hiPSC survival	Glyco luc inh	aDG glyco act	PDI turbidity	CaV13 ICDI inh	Vif inh	ABCB6 inh MLPCN	HTR2A ag	Exocytosis inh	Cardio protect
Cc1ccc(F)c(S(=O)(=O)NC(=O)C2(C)CCN2C(=O)Cc2ccc(Cl)cc2Cl)c1 (centres undefined)	0.7	-1	0.1	5	-10	2	98	9	5	-3
COc1cc(C(=O)N(C)CC(=O)Nc2cccc(F)c2)ccc1OCc1ccccc1	2.1	-3	0.1	-1	-5	-2	103	11	2	0
COCCNc1ncnc2c1ncn2[C@H]1CN(Cc2cc(OC)c(OC)c(OC)c2)C[C@@H](CO)O1	-0.1	1	0.0	-3	-10	3	98	1	-2	1
Cc1ccccc1C1c2[nH]c3ccccc3c2CCN1Cc1cccn1-c1ncccn1 (centres undefined)	0.6	-2	-0.1	4	-15	9	102	-2	1	-5
CCCC(=O)Nc1nc2ccc(NC(=O)c3c(F)c(F)c(OC)c(F)c3F)cc2s1	-0.5	46*	-0.1	0	-4	x	95	1	69*	34
CCC(C)(NC(=O)c1ccccn1)C(=O)NC1CCCC1 (centres undefined)	-0.3	1	0.1	0	-7	2	94	2	-3	0
CCOc1cnc(-c2c(-c3c(F)cccc3Cl)noc2C)o1	0.4	-1	-0.4	-6	8	0	102	2	-5	-2
CC1=C(C(=O)OC(C)(C)C)C(c2ccco2)C(C#N)=C(N)O1 (centres undefined)	2.1	1	0.6	-2	-7	x	93	-1	2	16
COC(=O)c1ccc(CSc2n[nH]c(-c3ccccc3)n2)o1	-4.3	2	0.3	-23	2	-3	95	3	0	2
COc1ccc(Cl)cc1NC(=O)CN1CCN(S(=O)(=O)N2CCCCC2)CC1	2.7	-5	0.1	-4	-4	2	94	1	4	4
Cc1ccc(/C=N/NC(=O)CNC(=O)COc2ccc(Cl)cc2)o1	-1.1	2	0.0	4	7	3	96	-1	4	-13
NCCC(=O)N1c2ccccc2Sc2ccc(Cl)cc21	-0.7	2	0.3	3	-7	-3	98	-12	51	-4

For convenience, 3 of the compounds above:
SMILES	hiPSC survival	Glyco luc inh	aDG glyco act	PDI turbidity	CaV13 ICDI inh	Vif inh	ABCB6 inh MLPCN	HTR2A ag	Exocytosis inh	Cardio protect
Cc1ccc(F)c(S(=O)(=O)NC(=O)C2(C)CCN2C(=O)Cc2ccc(Cl)cc2Cl)c1 (centres undefined)	0.7	-1	0.1	5	-10	2	98	9	5	-3
COc1cc(C(=O)N(C)CC(=O)Nc2cccc(F)c2)ccc1OCc1ccccc1	2.1	-3	0.1	-1	-5	-2	103	11	2	0
COCCNc1ncnc2c1ncn2[C@H]1CN(Cc2cc(OC)c(OC)c(OC)c2)C[C@@H](CO)O1	-0.1	1	0.0	-3	-10	3	98	1	-2	1

Next entries
SMILES	hiPSC survival	Glyco luc inh	aDG glyco act	PDI turbidity	CaV13 ICDI inh	Vif inh	ABCB6 inh MLPCN	HTR2A ag	Exocytosis inh	Cardio protect
O=C(NC1CCSC1=O)c1ccc(Oc2cccc(C(F)(F)F)c2)nc1 (centres undefined)	-0.9	-3	0.0	-13	-1	2	85	-5	6	-13
O=S(=O)(c1ccc2c(c1)OCCO2)N1CCN(c2ncnc3sccc23)CC1	0.6	-5	4.4	-1	-4	-8	97	11	0	-18
CCOC(=O)c1ccc(NC(=O)CN2C(=O)CNC2=O)cc1	5.1	-1	-0.2	4	-8	6	103	-1	-1	-4
O=c1[nH]c(CN(CCc2ccccc2)S(=O)(=O)c2ccc(Cl)cc2)nc2ccccc12	-1.2	0	0.1	-2	-5	-7	106	5	-6	1
CCN(CC)S(=O)(=O)c1ccc(C(=O)NCC(=O)NC2CC2)cc1	-0.5	1	0.2	7	-7	-10	92	0	-3	0
COc1ccc(C(=O)N2CCN(c3ccc(F)cc3)CC2)cc1S(=O)(=O)NC1CC1	-0.6	-2	0.2	6	-6	-6	98	3	0	4
CCN(CC)S(=O)(=O)c1ccc(OC)c(NC(=O)CC2CCCC2)c1	0.1	-2	0.1	-6	-5	-2	97	-3	-3	-6
CN(C)CCNC(=O)c1ccccc1-c1cc2ccccc2c(=O)o1	-0.2	1	0.0	1	-19	10	97	-8	-2	5
COc1cc(CC(=O)NCCCc2ccccc2)cc(OC)c1OC	0.4	0	-0.1	1	-7	u	95	1	3	-2
CCOc1ccccc1N1CC(C(=O)NCCC2=CCCCC2)CC1=O (centres undefined)	-0.4	-2	0.4	1	-6	-3	101	-13	-1	2
CCOc1ccc(C2=C(C=Nc3c(C)n(C)n(-c4ccccc4)c3=O)C(c3ccc(F)cc3)c3ccccc3O2)cc1 (centres undefined)	0.0	-2	-0.2	-6	x	3	94	-6	-3	-4
Cc1ccc(N2C(=O)Cc3ccccc3C2=O)cc1	0.7	-1	0.2	9	-3	10	98	1	28	12
O=C(CS(=O)c1cccc(Cl)c1)Nc1ccccc1Cl (centres undefined)	4.3	-1	0.0	-3	-9	-4	98	3	0	1
CN(C)c1ccc(C(CNS(=O)(=O)c2ccc(F)cc2)c2c[nH]c3ccccc23)cc1 (centres undefined)	1.2	-9	-0.5	-3	-5	-3	104	-4	3	-4
COc1cc(OC)c(C(=O)NCCCN2CCOCC2)cc1OC	-0.4	0	-0.1	-3	0	-1	98	-1	-1	5
O=C1C=C(c2cccs2)CC(c2cccs2)C1n1cnc([N+](=O)[O-])c1 (centres undefined)	-1.3	-1	0.0	0	-2	-5	102	-1	1	4
COc1ccc(S(=O)(=O)N2CCN(C(=O)c3cc(C)oc3C)CC2)cc1OC	-0.2	-2	0.0	5	-2	4	103	11	-3	2
CCN(C(=O)COC(=O)CCOc1cccc(C)c1)c1c(N)n(Cc2ccccc2)c(=O)[nH]c1=O	-0.3	3	-0.1	2	x	11	101	3	-6	1
Cc1ccc(N2CN=C(c3ccccc3)NC2=S)cc1	0.2	0	1.2	-9	-9	0	103	-4	2	-1
COc1ccc(N2CC(C(=O)Nc3nc4ccc(OC)cc4s3)CC2=O)cc1 (centres undefined)	0.4	-2	0.1	0	-4	-3	98	-3	16	-6
O=C(O)c1ccc(N2C(=O)C3ON(c4ccccc4)C(c4ccccc4F)C3C2=O)cc1 (centres undefined)	1.8	3	0.4	-7	x	4	90	-3	-2	23
COc1ccc(C)cc1NC(=O)CSc1nnc2ccc(-c3ccncc3)nn12	-0.2	0	-0.1	-9	-14	19	78	-1	9	34
O=C(c1ccc2ccccc2c1)C1CCCN(C(=O)c2cnccn2)C1 (centres undefined)	0.7	-1	-0.1	-5	-1	-1	101	-4	2	0
COc1cccc(CN2C(=O)Nc3ccccc3C(=O)N2C(C)(C)C)c1	-2.1	4	-0.1	-4	-2	x	114	-3	8	-10
Oc1ccc(N=Nc2cccc(C(F)(F)F)c2)cc1C=Nc1ccc(N2CCOCC2)cc1	-1.6	11	-0.4	2	-9	6	101	-3	42	76*
CNS(=O)(=O)c1ccc(C(=O)NCC(=O)NCCC(c2ccccc2)c2ccccc2)cc1	0.3	-3	0.1	-1	-5	4	101	-2	-7	-5
CC(=O)N1c2ccccc2N(Cc2ccc(C)cc2C)C(=O)C1(C)C	0.0	16	-0.2	-1	-6	-8	98	3	-2	7
Cc1nn(C(C)C(=O)O)c2ccccc12 (centres undefined)	1.3	2	0.1	0	x	0	100	7	-2	5
Cc1cc2ncc(-c3ccc(Cl)cc3)c(N)n2n1	-3.9	-3	0.2	-7	-5	6	88	-2	0	-16
CC(C)n1nc(C(=O)NC2CCCCCC2)c2ccccc2c1=O	0.1	-3	-0.2	2	-5	1	99	11	-2	10
CC(C)c1ccc(/C=N\NC(=O)c2ccc(Cn3cccn3)o2)cc1	0.2	-3	-0.1	-4	-5	-14	98	2	3	-22
CCN(Cc1ccncc1)C(=O)c1cc(COc2c(F)cccc2F)on1	0.2	-2	0.3	18	-2	1	94	6	0	-5
CCOC(=O)[C@]12CCCC=C1N(Cc1ccc(Cl)cc1Cl)C(=O)[C@H](CC(=O)NCc1cccc3ccccc13)C2	-0.9	x	0.0	x	-2	x	95	-2	4	x
CN(C(=O)c1ccc(S(=O)(=O)c2cccc(Cl)c2)c([N+](=O)[O-])c1)C1CCCCC1	-2.1	-17	2.5	7	-4	-6	93	9	3	-26
NC(=O)NC(c1ccccc1)c1ccccc1F (centres undefined)	2.7	-2	0.0	-3	-7	1	110	-2	1	1
CCOCc1nnc(NC(=O)COC)s1	-1.0	0	-0.2	1	-7	37	85	1	3	-1
COc1ccccc1C(CC(=O)Nc1ccccc1C)c1ccc(OC(C)C)cc1 (centres undefined)	-1.3	-1	0.0	3	-3	7&6	104	4	-3	0
O=C(NC1CCCCC1)C(c1ccc(O)cc1)N(CC1CCCO1)C(=O)C1COc2ccccc2O1 (centres undefined)	-2.4	-4	-0.1	-3	-5	0	92	-4	-2	-2
COc1ccc(NC(=O)COC(=O)COc2ccc(Br)cc2)cc1	0.7	0	-0.2	6	6	7	96	5	3	-7
CCN1CC2CCCC3(C1)C(=O)NC1(CCCCC1)N=C23 (centres undefined)	0.0	-1	0.1	1	-5	-1	100	1	-1	12
COc1cc(OC)cc(C(=O)N(Cc2ccco2)c2c(N)n(Cc3ccccc3)c(=O)[nH]c2=O)c1	-0.6	3	-0.2	-5	-13	18	100	-3	-4	2
C=Cc1ccc(Cn2c(C)c(C(=O)NCc3ccc(C#N)cc3)sc2=O)cc1	-0.9	-6	-0.2	-3	10	-6	101	-6	-4	1
CN(C)c1ccc(C2Nc3ccccc3C(=O)N2CCN2CCNC2=O)cc1 (centres undefined)	-0.4	1	-0.1	5	-2	12	99	1	-2	-1
Cc1cc(C)cc(NC(=O)C2CC3CCC2C3)c1 (centres undefined)	0.0	0	-0.2	3	-7	-4	105	3	-4	-4
CN1CCCC(OC(=O)c2ccc(C#N)cc2)C1 (centres undefined)	0.0	-3	0.0	-2	-19	-9	97	0	-8	0
COC(=O)c1sccc1NC(=O)CCC1CCCC1	3.7	-2	0.1	0	1	x	101	3	-1	6
COc1ccc(CCNC(=O)Cc2cc(OCc3ccccc3)c(OC)cc2[N+](=O)[O-])cc1OC	-0.4	-1	0.0	-11	x	4	85	1	2	8
CN1C(=O)[C@H]2[C@@H](c3ccc(C(F)(F)F)cc3)N[C@]3(CCCN(Cc4ccco4)C3=O)[C@H]2C1=O	1.3	3	0.1	7	-7	-3	101	-1	3	-13
CN(C)S(=O)(=O)c1cc(NC(=O)COC(=O)C2COc3ccccc3O2)ccc1Cl (centres undefined)	3.9	0	0.0	-2	-6	7	91	3	-2	5
CC(C)(C)c1ccc(Oc2ccc(NC(=O)c3cccs3)cn2)cc1	-0.6	5	0.7	0	-4	-9	94	1	8	-13
Cc1ccc(C)c(N2CCN(C(C(=O)NC3CCCC3)C(C)C)CC2)c1 (centres undefined)	x	x	1.1	x	-5	x	x	-2	-4	x
O=C(c1ccco1)N1CCC(c2nc3c(nnn3Cc3ccc(F)cc3)c(=O)[nH]2)CC1	-0.6	7	-0.3	8	-3	10	98	-7	3	0
Cc1ccc(N2C(=O)Nc3cc(Cl)c(Cl)cc3N2O)cc1Cl	-1.4	3	-0.3	-6	1	-3	99	1	-3	2
Cc1c(NS(=O)(=O)c2ccc(C(=O)NCc3ccc(F)cc3)cc2)c(=O)n(-c2ccccc2)n1C	2.1	-4	0.2	-3	-6	3	101	-4	4	-1
